LRH-1 inv ag: NR5A2 inverse agonism in reporter assay | inhibition, % at 3.6 µM | hit rate 0.13% among 360,000 | HEK293T StAR-luciferase reporter, LRH-1 transfected, 24 h | AID 602396 | O00482;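 active = inhibition above the mean inhibition of all tested compounds plus 3 SD, cut at about 73% in these data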;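 also: 0% = DMSO wells and 100% = reporter-only cells lacking LRH-1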
Target sequence (O00482 whole entry, looked up): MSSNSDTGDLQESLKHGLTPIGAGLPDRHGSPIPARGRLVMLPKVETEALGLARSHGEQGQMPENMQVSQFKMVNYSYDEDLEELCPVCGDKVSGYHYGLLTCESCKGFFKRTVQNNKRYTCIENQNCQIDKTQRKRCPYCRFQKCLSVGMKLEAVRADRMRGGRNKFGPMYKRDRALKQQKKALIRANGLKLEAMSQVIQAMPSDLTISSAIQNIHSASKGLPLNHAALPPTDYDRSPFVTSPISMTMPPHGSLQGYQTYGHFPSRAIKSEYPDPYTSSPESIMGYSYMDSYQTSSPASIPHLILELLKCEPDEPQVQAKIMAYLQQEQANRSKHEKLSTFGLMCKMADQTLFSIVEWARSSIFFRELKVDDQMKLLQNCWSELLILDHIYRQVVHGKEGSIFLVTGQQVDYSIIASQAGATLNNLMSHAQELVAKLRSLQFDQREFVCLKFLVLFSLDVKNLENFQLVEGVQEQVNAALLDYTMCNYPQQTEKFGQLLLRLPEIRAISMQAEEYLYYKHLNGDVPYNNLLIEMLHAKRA
SRC2 inh: inhibits human steroid receptor coactivator 2. Q15596. HEK293 GAL4-SRC2 luciferase reporter, luminescence. inhibition, % at 9 µM. hit rate 0.17% among 370,000. AID 651957;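 active = inhibition above the mean inhibition of all tested compounds plus 3 SD, set per campaign, cut at about 52% in these data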;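 also: 0% = DMSO treated cells and 100% = cells given Gossypol at 36 µM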
NCOA3 inh: inhibitors of human steroid receptor coactivator 3 (SRC3); HEK293 GAL4-SRC3 luciferase reporter, luminescence; inhibition, % at 3.6 µM; hit rate 0.17% among 360,000; AID 588352;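 active = inhibition above a per-campaign cutoff, the mean of all compounds plus 3 SD, cut at about 60% in these data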;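 also: 0% = DMSO-treated cells and 100% = gossypol-treated cells at 36 µM; higher means less SRC3-driven luciferase light from the GAL4 reporter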
CF NFkB inh: blocks PAF-induced NF-kB reporter in cystic fibrosis cells. KKLEB NF-kB-GFP reporter, GFP fluorescence overnight. inhibition, % at 5 µM. hit rate 0.86% among 360,000. AID 588850;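 active = at least 50% inhibition at 5 µM, scaled per plate between neutral and stimulator controls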;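 also: PAF is a Pseudomonas aeruginosa culture filtrate used as stimulus; plate controls were PAF-stimulated DMSO wells for no effect and unstimulated DMSO wells for full effect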
LMP1 NFkB inh: inhibitors of Epstein-Barr LMP1-induced NF-kappaB reporter. LMP1-induced NF-kappaB luciferase reporter cells, luminescence. inhibition, % at 12.5 µM. hit rate 0.69% among 350,000; in the data active = inhibition above about 41%;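 also: 0% = neutral control wells and 100% = reference inhibitor control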
NCOA1 inh: inhibitors of human steroid receptor coactivator 1 (SRC1). Q15788. HEK293 GAL4-SRC1 luciferase reporter, luminescence. inhibition, % at 3.6 µM. hit rate 0.12% among 360,000. AID 588354;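 active = inhibition above the campaign mean plus 3 SD, with each screening campaign given its own cutoff, cut at about 60% in these data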;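 also: 0% = DMSO treated cells and 100% = gossypol at 36 µM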
C8 TRAIL sens: caspase-8 TRAIL sensitization | NB7+C8 cells + TRAIL, ATPlite viability luminescence | inhibition (viability loss, TRAIL sensitization), % at 10 µM | hit rate 1% among 360,000;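 active = compounds causing at least 50% loss of cell viability in the single-dose screen, relative to plate controls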
KKLEB tox: counter-screen for CF NF-kB inhibitors: cytotoxicity | activity change (cytotoxicity), % at 5 µM | hit rate 0.36% among 360,000 | KKLEB CF airway cells viability, ATPlite luminescence, overnight; stronger effect = lower value; cells stimulated with P. aeruginosa culture filtrate;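 active = corrected activity change at or below -50% at 5 µM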
TWEAK-Fn14 inh: TWEAK-Fn14 signaling inhibition; TWEAK-stimulated Fn14 reporter cells, luciferase luminescence, 8 h; inhibition, % at 10 µM; hit rate 2% among 360,000; AID 1159606; in the data active = inhibition above about 50%
TROY signal inh: blocks TROY-dependent signaling in reporter cells; inhibition, % at 10 µM; hit rate 0.98% among 360,000; Q293 LMP1-TROYcd NF-kB luciferase reporter, 4 h;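 active = compounds whose plate-normalised and pattern-corrected inhibition of the luciferase reporter signal at the single screening dose is 50% or more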
COUP-TFII inh: NR2F2 (human) inhibition, primary screen | P24468 | HEK293T NGFI-A luciferase reporter, luminescence | inhibition, % at 8.6 µM | hit rate 0.7% among 370,000;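 active = inhibition above a per-plate cutoff, mean inhibition of test wells between control levels plus 3 SD, cut at about 38% in these data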;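 also: cells cotransfected with COUP-TFII expression vector driving the NGFI-A reporter; 0% = median of COUP-TF2 test wells and 100% = reporter-only cells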
Target sequence (P24468 whole entry, looked up): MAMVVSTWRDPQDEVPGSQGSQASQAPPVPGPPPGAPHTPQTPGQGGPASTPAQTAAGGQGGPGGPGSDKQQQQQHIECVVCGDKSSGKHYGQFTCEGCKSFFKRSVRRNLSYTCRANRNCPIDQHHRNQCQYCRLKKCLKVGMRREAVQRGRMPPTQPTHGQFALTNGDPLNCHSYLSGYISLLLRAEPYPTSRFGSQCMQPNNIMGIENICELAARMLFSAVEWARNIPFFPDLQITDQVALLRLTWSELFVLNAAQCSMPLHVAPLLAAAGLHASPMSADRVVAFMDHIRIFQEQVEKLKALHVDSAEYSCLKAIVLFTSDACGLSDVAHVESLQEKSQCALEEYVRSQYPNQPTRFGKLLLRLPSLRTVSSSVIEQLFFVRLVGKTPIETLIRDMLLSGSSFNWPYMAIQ
* marks the source's active call; other numbers are inactive results; . = no result given.

SMILES | LRH-1 inv ag | SRC2 inh | NCOA3 inh | CF NFkB inh | LMP1 NFkB inh | NCOA1 inh | C8 TRAIL sens | KKLEB tox | TWEAK-Fn14 inh | TROY signal inh | COUP-TFII inh
O=C(O)CNS(=O)(=O)c1cccc2nsnc12 | 13 | -17 | 9 | 12 | 2 | 3 | -17 | -4 | -7 | -16 | 7
COc1cccc(-c2noc(CCC(=O)N3CCN(c4cc(C)ccc4C)CC3)n2)c1 | -7 | 0 | -11 | 7 | 7 | -10 | 3 | -3 | 22 | 25 | -15
CN(C)c1ccc(/C=N/NC(=O)c2ccc(CN3CCOCC3)cc2)cc1Br | 16 | 9 | 16 | 26 | -2 | 0 | 8 | -5 | -2 | 4 | 4
C[C@@H]1[C@H]2CCCC[C@H]2CN(C(=O)OC(C)(C)C)[C@@H]1c1cn(Cc2ccccc2)c2ccc(F)cc12 | 21 | -13 | 7 | 0 | 1 | -3 | 25 | -5 | -21 | -3 | 4
CCNc1nc(SCCOc2ccc(C)cc2)nc(N(C)C)n1 | -13 | 3 | -2 | 28 | 7 | -11 | -1 | -16 | -4 | -9 | 12
CCc1nnc(NC(=O)[C@@H](NC(=O)c2cccc(C)c2)C(C)C)s1 | 4 | 1 | 3 | -12 | 6 | -10 | -1 | 5 | 9 | 1 | 3
Cc1csc2ncc(C(=O)N3c4ccccc4CC3C)c(=O)n12 (configuration not stated) | 3 | 18 | -3 | 9 | 5 | 10 | -3 | 0 | 0 | 5 | 4
Cc1ccnc(NC(=O)CCC(=O)N(CC(=O)NC2CCCCC2)c2cccc(C)c2C)c1 | -10 | -12 | 16 | 16 | 4 | -6 | 2 | -9 | 2 | 5 | -1
Cc1cccc(OC(C)C(=O)N(Cc2cccs2)C2CCS(=O)(=O)C2)c1C (configuration not stated) | 4 | -10 | 9 | 1 | -4 | 0 | -1 | -7 | 8 | -6 | 9
Cc1ccc(C(=O)NCCSc2c(C)[nH]c3ccccc23)cc1[N+](=O)[O-] | -2 | 25 | -11 | 0 | 4 | -16 | 10 | -10 | 23 | 19 | 7
Cc1ccc(/C=C2\SC(=S)N(CCCC(=O)Nc3cc(C)on3)C2=O)cc1 | 1 | 45 | 26 | 3 | 17 | 17 | -9 | 2 | 73* | 24 | 23
Nn1c(SCC(=O)Nc2ccc(S(N)(=O)=O)cc2)nnc1C(F)(F)F | 1 | -20 | 10 | -6 | -8 | 7 | -22 | 0 | 3 | -5 | 26
Cc1ccc(S(=O)(=O)N2CCN(S(=O)(=O)c3c(C)n[nH]c3C)CC2)cc1C | -17 | -2 | 8 | -6 | 3 | 8 | -8 | 7 | -21 | -13 | -3
CC(C)c1ccc(O)c(NC(=S)NC(=O)c2cccnc2)c1 | -2 | -59 | 4 | 4 | 1 | -7 | 11 | 4 | 8 | 1 | -27
Cc1cc(C)n(C(=O)c2cccc([N+](=O)[O-])c2C)n1 | -1 | -17 | -8 | -1 | 1 | 9 | -12 | -9 | 13 | 12 | -1
COc1ccccc1C(=O)C1CCCN(C(=O)c2cnn(C(C)C)c2)C1 (configuration not stated) | 13 | -5 | 15 | -6 | 3 | -10 | -7 | 1 | 0 | -12 | 6
NC(=O)CC(NC(=O)Cc1ccc(Br)cc1)c1ccc(NC2CCCCCC2)c([N+](=O)[O-])c1 (configuration not stated) | -12 | -10 | -9 | -12 | 1 | 8 | 13 | -21 | 10 | 31 | -13
CCOc1ccc(NC(=O)CCn2c(=S)oc3ccccc32)cc1 | -4 | -14 | 13 | 8 | -4 | -6 | 4 | -8 | 9 | -5 | -1
Cc1ccc(S(=O)(=O)n2oc(=O)c(C3CCCCC3)c2N)cc1 | 0 | -20 | 12 | -6 | -4 | -3 | 3 | 10 | 3 | -16 | -20
COc1ccc(S(=O)(=O)N/N=C(/C)c2ccncc2)cc1OC | 11 | 10 | 8 | 6 | 13 | 7 | -12 | -6 | 11 | 0 | -8
COc1ccc(-c2ccnc3nc(-n4cccc4)nn23)cc1 | 22 | 3 | 1 | -28 | 12 | 1 | -9 | 14 | -31 | -2 | -10
CC(=O)Nc1ccc(NC(=O)c2ccccc2S(=O)(=O)c2ccc([N+](=O)[O-])cc2)cc1 | -4 | -9 | 7 | -13 | 4 | -2 | 1 | 4 | -4 | -11 | -5
Cc1cccc(CC2CC(=O)N(CCc3ccc4c(c3)OCO4)C2=O)c1 (configuration not stated) | 1 | -24 | 11 | -3 | 3 | -15 | 0 | -3 | 0 | -3 | 0
COc1ccc(NC(=O)COc2ccccc2)cc1NC(=O)c1ccco1 | 1 | 11 | -17 | -4 | 2 | 6 | 17 | -4 | -23 | -22 | -5
CC1(C)CC2(CC(c3cccs3)c3cc(Cl)c(O)cc3O2)NC(=S)N1 (configuration not stated) | 24 | -4 | 9 | 13 | 10 | -4 | -9 | 5 | 17 | 13 | 21
O=C(N1CCOCC1)N(CCN1CCOCC1)Cc1cccc(Cl)c1 | 7 | 18 | 20 | 11 | -4 | 8 | 8 | 5 | -7 | 6 | -8
CC(C)NC(=O)CC(=O)NN=C1CCCCC1 | 1 | 8 | 24 | 6 | 4 | 4 | 4 | -1 | 9 | -3 | -9
CC(C)CC1C(=O)N(Cc2cn(Cc3ccco3)nn2)CCS(=O)(=O)N1Cc1ccc(-c2ccc(F)nc2)cc1 (configuration not stated) | -14 | -16 | -3 | 39 | 11 | 5 | 29 | -1 | 21 | -10 | 9
CC(C)(CN1CCCCC1)NS(=O)(=O)c1ccc(Cl)cc1 | -7 | 3 | -28 | 13 | 0 | -7 | 8 | 4 | -10 | 15 | 21
COCCN(C(=O)c1cccc(OC)c1)c1nnc(-c2ccncc2)s1 | -9 | -9 | -30 | -7 | -8 | -25 | -4 | 0 | -2 | -7 | 6
Cc1ccccc1CC(=O)NCCN1CCOCC1 | 5 | -22 | 1 | -5 | 6 | -1 | -3 | 4 | -2 | 14 | -16
CC(=O)C1=C(Nc2ccc(C)cc2)CC(C)(O)C(C(C)=O)C1c1ccco1 (configuration not stated) | -9 | -22 | -3 | -4 | 4 | -17 | -10 | 11 | -7 | 12 | 13
O=C(NCc1cccc(F)c1)Nc1nnc([C@H]2C[C@H](O)[C@@H](CO)O2)s1 | 0 | 11 | -36 | 3 | . | 0 | 13 | 6 | -12 | -8 | 11
COc1ccc(N(C(=O)c2snc(C(N)=O)c2N)C(C(=O)NC2CCCCC2)c2ccc(C)o2)c(OC)c1 (configuration not stated) | -9 | 2 | 8 | 3 | -19 | -20 | 15 | -7 | 27 | -3 | -5
COC(=O)c1ccc(NC(=S)N2CCCC2)cc1 | -10 | 0 | 11 | 9 | -8 | -14 | -8 | 4 | -9 | 8 | 7
O=C(NCCCO)c1cc2c(cn1)[nH]c1ccccc12 | -80 | -53 | -26 | 8 | -10 | -18 | 18 | -9 | -5 | -36 | -11
CCCOc1ccccc1C(=O)NC(CO)C(=O)O (configuration not stated) | -7 | 2 | -4 | 14 | 2 | -43 | 0 | -4 | 6 | -6 | 9
CCOC(=O)Cc1csc(NS(=O)(=O)c2ccc([N+](=O)[O-])cc2)n1 | -1 | -13 | -7 | -19 | -4 | 9 | -16 | 4 | 11 | -1 | -17
CC1CN/C(=C\C(=O)c2ccccc2)C(=O)N1 (configuration not stated) | -146 | -34 | -71 | 2 | -12 | -89 | 2 | -5 | 1 | -4 | -22
Cc1cccc(N(C(=O)CCC(=O)Nc2ccccn2)C(C(=O)NC(C)C)c2ccc(F)cc2)c1 (configuration not stated) | -1 | 14 | -11 | 22 | 0 | -7 | -12 | 0 | 9 | -8 | -1
O=C(CCSCc1ccc(Cl)cc1)NC1CCCC1 | 12 | -23 | 26 | 10 | -4 | -2 | 1 | -6 | 1 | 1 | -7
Cn1cnnc1SCC(=O)Nc1ccccc1C(=O)NC1CC1 | 4 | 10 | -2 | -9 | -19 | -5 | -4 | -4 | 8 | -3 | -7
CCOc1ccccc1NC(=O)c1c(Br)cnn1C | 18 | 16 | 7 | 1 | 2 | -7 | -1 | 11 | 1 | -1 | -21
Cn1ccc2cc(NC(=O)Nc3cccnc3)ccc21 | -43 | -10 | -24 | -13 | 0 | -34 | 24 | 2 | -7 | 14 | -3
CC(=O)c1c(C)[nH]c(C(=O)OC2CCCCC2=O)c1C (configuration not stated) | -14 | 4 | 4 | 3 | -4 | -1 | -15 | -6 | -18 | -30 | -47
Cc1ccc(O)c(C2=Nc3ccccc3N=C(c3cccc([N+](=O)[O-])c3)C2)c1 | -21 | -16 | -61 | -19 | -7 | -86 | -1 | 4 | 5 | -26 | 1
COC(=O)c1c(NC(=O)C(Cl)Cl)sc2c1C(C(=O)OC)CC2 (configuration not stated) | -9 | -12 | 15 | -6 | -27 | -44 | -9 | 1 | 21 | 7 | -9
Cc1cccc(NC(=O)C(C)Sc2nc3ccccc3c(=O)n2CCCN2CCOCC2)c1 (configuration not stated) | -33 | -36 | -122 | -11 | 13 | -29 | -5 | 0 | -44 | 15 | -14
COc1cc2c(cc1NC(=O)CN1C(=O)NC3(CCc4ccccc43)C1=O)oc1ccccc12 (configuration not stated) | -29 | -18 | 26 | 2 | -20 | -2 | 31 | -8 | 62* | 5 | -13
CCOC(=O)COc1nc(-c2ccco2)cc(-c2ccco2)c1C#N | 3 | 5 | 20 | 6 | 7 | 15 | -9 | 7 | 2 | -26 | 0
COc1ccc([C@H]2CC(=O)C=C(c3ccc(Cl)c(C(F)(F)F)c3)C2)cc1OC | 16 | -9 | 8 | 23 | 8 | -3 | -3 | -9 | -19 | -8 | 1
COCCCn1c(C(=O)N2CCOCC2)cc2c(=O)n3cccc(C)c3nc21 | 8 | -1 | 11 | 5 | -2 | -3 | -7 | -4 | 15 | -11 | -12
N/C(=N\OC(=O)c1ccc(Cl)c([N+](=O)[O-])c1)c1ccccc1 | 24 | -3 | -13 | -10 | -17 | 0 | 29 | 0 | -26 | -21 | 9
CC(C)(C)C(=O)CSc1nc2ncc(Br)cc2[nH]1 | -3 | -6 | -22 | 15 | 2 | 6 | 12 | -2 | 1 | -10 | -2
Cc1cccc2c1-c1sc(C(=O)N3CCc4ccccc4C3)cc1CO2 | 11 | -30 | -28 | -30 | -2 | -19 | -11 | 2 | 7 | 10 | 5
Cc1cc(C)c(S(=O)(=O)N(C)c2ccccc2)c(C)c1 | -18 | -21 | 5 | -6 | 8 | 17 | 5 | -8 | 11 | 17 | 23
CC(C)(C)OC(=O)NN1CC(=O)N2Cc3[nH]c4ccccc4c3C[C@H]2C1=O | -6 | -15 | 6 | 5 | -1 | -11 | -1 | -4 | -7 | 7 | 12

For convenience, some entries already given:
SMILES | LRH-1 inv ag | SRC2 inh | NCOA3 inh | CF NFkB inh | LMP1 NFkB inh | NCOA1 inh | C8 TRAIL sens | KKLEB tox | TWEAK-Fn14 inh | TROY signal inh | COUP-TFII inh
Cc1ccc(O)c(C2=Nc3ccccc3N=C(c3cccc([N+](=O)[O-])c3)C2)c1 | -21 | -16 | -61 | -19 | -7 | -86 | -1 | 4 | 5 | -26 | 1
COC(=O)c1c(NC(=O)C(Cl)Cl)sc2c1C(C(=O)OC)CC2 (configuration not stated) | -9 | -12 | 15 | -6 | -27 | -44 | -9 | 1 | 21 | 7 | -9

Screening results (PubChem BioAssay)
